Bioassay records: PubChem BioAssay, Broad Institute
Mtb BioA inh: BioA (M. tuberculosis) enzyme inhibition; inhibition, % at 9.99 µM; purified M. tuberculosis BioA enzyme, plate reader; 0.096% of 360,000 active; AID 602481; in the data active = inhibition above about 40%
The depositor's hits bear a star; & = joins results of further samples. Some of the compounds tested; count on the stated rates, not on these rows.

SMILES	Mtb BioA inh
CNC[C@@H]1Oc2ccc(NC(=O)c3ccncc3)cc2CC(=O)N([C@H](C)CO)C[C@@H]1C	-2.3
CN(C)CCCCCCNC(=O)[C@H]1C[C@H]2C(=O)N3CCC[C@H]3C(=O)N2[C@H]1c1cccc(OCCO)c1	-4.1
CCCNC(=O)C[C@H]1CC[C@@H]2[C@@H](COc3ccc(NC(=O)c4cccc(Cl)c4)cc3C(=O)N2C)O1	0.5
CNC(=O)C[C@@H]1CC[C@H]2[C@@H](COc3ccc(NC(=O)c4cccs4)cc3C(=O)N2C)O1	1.2
COc1ccc(S(=O)(=O)Nc2ccc3c(c2)C(=O)N([C@H](C)CO)C[C@@H](C)[C@@H](CN(C)C(=O)Nc2c(C)noc2C)O3)cc1	0.3
CNC(=O)C[C@H]1CC[C@H]2[C@H](COc3ccc(NC(=O)Nc4c(C)noc4C)cc3C(=O)N2C)O1	-2.1
C[C@H]1CN([C@@H](C)CO)C(=O)Cc2cc(NC(=O)Nc3ccc(F)cc3)ccc2O[C@@H]1CN(C)S(=O)(=O)c1ccc(Cl)cc1	-2.6
CC(C)NC(=O)N(C)C[C@@H]1Oc2cc(C#CC(C)(C)O)ccc2S(=O)(=O)N([C@H](C)CO)C[C@@H]1C	-0.7
CO[C@H](C(=O)N(C)C[C@H]1OCc2ccccc2-c2ccccc2C(=O)N([C@@H](C)CO)C[C@@H]1C)c1ccccc1	0.2
C[C@@H]1CN([C@@H](C)CO)C(=O)c2cccc(NS(=O)(=O)c3cccs3)c2O[C@H]1CN(C)Cc1ccccc1	-0.8
CC(C)NC(=O)N(C)C[C@H]1OCCCC[C@@H](C)Oc2ccc(NS(=O)(=O)c3cccs3)cc2C(=O)N([C@H](C)CO)C[C@H]1C	-1.2
Cc1cccc(S(=O)(=O)N2C[C@@H](O)COC[C@H]3O[C@@H](CC(=O)Nc4ccccc4)CC[C@@H]32)c1	22
COc1cccc(-c2ccc([C@@H]3[C@@H](CO)N(C(=O)c4ccccn4)[C@H]3C#N)cc2)c1	-2.7
COc1ccc(C(=O)N2C[C@H]3[C@@H](c4ccccc42)[C@@H](CO)N3Cc2ccccc2Cl)cc1	-4.4
CN1C(=O)c2cc(NC(=O)c3cccc(F)c3)ccc2OC[C@@H]2O[C@H](CC(=O)NCC3CCCCC3)CC[C@@H]21	1.9&-1.9

Ordered by heavy-atom count (falling): 3 of the compounds above
SMILES	Mtb BioA inh
CN(C)CCCCCCNC(=O)[C@H]1C[C@H]2C(=O)N3CCC[C@H]3C(=O)N2[C@H]1c1cccc(OCCO)c1	-4.1
CCCNC(=O)C[C@H]1CC[C@@H]2[C@@H](COc3ccc(NC(=O)c4cccc(Cl)c4)cc3C(=O)N2C)O1	0.5
COc1ccc(C(=O)N2C[C@H]3[C@@H](c4ccccc42)[C@@H](CO)N3Cc2ccccc2Cl)cc1	-4.4

The list goes on:
SMILES	Mtb BioA inh
CO[C@H]1CN(C)C(=O)c2ccc(NC(=O)c3cccc(F)c3)cc2OC[C@H](C)N(CC2CC2)C[C@@H]1C	-3.7
C[C@@H]1CN([C@H](C)CO)C(=O)Cc2cc(NC(=O)NC3CCCCC3)ccc2O[C@H]1CN(C)Cc1ccc(C(=O)O)cc1	2.6
CCCC#Cc1cnc2c(c1)C(=O)N([C@H](C)CO)C[C@@H](C)[C@H](CN(C)C(=O)C1CC1)O2	0.5
C[C@H]1CN([C@@H](C)CO)C(=O)CCCn2cc(nn2)CO[C@H]1CN(C)Cc1ccc(C(F)(F)F)cc1	-1.4
CCCC(O)C#Cc1cnc2c(c1)C(=O)N([C@H](C)CO)C[C@H](C)[C@H](CN(C)Cc1ccccc1)O2 (some centres not stated)	-1.7
COc1cccc(S(=O)(=O)N[C@@H]2CC[C@@H](CCNC(=O)Cc3ccncc3)O[C@@H]2CO)c1	-1.3
COc1ccc(C#Cc2cnc3c(c2)C(=O)N([C@H](C)CO)C[C@@H](C)[C@@H](CN(C)C(=O)CC2CC2)O3)cc1	1.3
CN1C[C@@H](O)COC[C@H]2O[C@@H](CC(=O)N3CCN(c4ccccc4)CC3)CC[C@@H]21	-0.2
C[C@@H]1CN([C@@H](C)CO)C(=O)c2cc(N(C)C)ccc2O[C@@H]1CN(C)Cc1ccc(C(=O)Nc2ccccc2N)cc1	-2.2
C[C@H]1CN([C@@H](C)CO)S(=O)(=O)c2ccc(/C=C/c3ccccc3)cc2O[C@@H]1CN(C)Cc1cccnc1	-1.5
Cc1ccc(S(=O)(=O)Nc2ccc3c(c2)C(=O)N([C@H](C)CO)C[C@@H](C)[C@@H](CN(C)S(=O)(=O)c2cccs2)O3)cc1	-0.3
C[C@@H]1CCCCO[C@@H](CN(C)Cc2ccccc2)[C@@H](C)CN([C@H](C)CO)C(=O)c2cc(NS(=O)(=O)c3ccc(Cl)cc3)ccc2O1	-0.8
C[C@@H]1CN([C@H](C)CO)C(=O)c2cccc(NC(=O)Nc3ccccc3)c2O[C@H]1CN(C)CC1CC1	6.1
C[C@@H]1CN([C@H](C)CO)C(=O)c2cccc(NC(=O)NC3CCCCC3)c2O[C@H]1CN(C)Cc1ccncc1	-0.5
CO[C@H]1CN(C)C(=O)c2ccc(NS(C)(=O)=O)cc2OC[C@@H](C)N(CC2CCOCC2)C[C@@H]1C	-1.9
C[C@@H]1CCCCO[C@@H](CN(C)Cc2ccc(C(=O)O)cc2)[C@H](C)CN([C@H](C)CO)C(=O)c2cc(NS(=O)(=O)c3cn(C)cn3)ccc2O1	-3.8
CC(=O)N(C)C[C@@H]1Oc2ncc(C3=CCCC3)cc2C(=O)N([C@@H](C)CO)C[C@H]1C	-0.5
CN(C)C(=O)C[C@@H]1CC[C@H]2[C@@H](COc3ccc(NC(=O)c4cnccn4)cc3C(=O)N2C)O1	-0.2
C[C@@H]1CN([C@H](C)CO)C(=O)c2cc(C#Cc3cccnc3)cnc2O[C@@H]1CN(C)Cc1ccccc1	1.9
C[C@H]1CN([C@@H](C)CO)C(=O)c2cc(-c3ccc(F)cc3)cnc2O[C@@H]1CN(C)Cc1cccnc1	2.1
Cc1ccc(S(=O)(=O)Nc2ccc3c(c2)CC(=O)N([C@H](C)CO)C[C@@H](C)[C@@H](CN(C)C(=O)NC(C)C)O3)cc1	0.4
CC(C)CC#Cc1cnc2c(c1)C(=O)N([C@H](C)CO)C[C@@H](C)[C@H](CN(C)C(=O)Cc1cccnc1)O2	1.2
COc1ccc(NC(=O)Nc2ccc3c(c2)C(=O)N([C@@H](C)CO)C[C@@H](C)[C@H](CN(C)C(=O)NC(C)C)O3)cc1	0.1
COc1ccc(NC(=O)N(C)C[C@H]2Oc3ccc(NS(=O)(=O)c4ccc(OC)cc4)cc3CC(=O)N([C@H](C)CO)C[C@@H]2C)cc1	8.1
Cn1cnc(S(=O)(=O)N2CC[C@@H]3[C@H]2c2cc(C#Cc4cccc(F)c4)ccc2N[C@@H]3CO)c1	14
O=C(CC1CC1)N1CC[C@@H]2[C@H]1c1cc(-c3ccccc3)ccc1N[C@@H]2CO	-4.4
Cc1noc(C)c1S(=O)(=O)N(C)C[C@H]1Oc2ccc(NS(=O)(=O)c3cn(C)cn3)cc2C(=O)N([C@@H](C)CO)C[C@H]1C	0.3
CC=Cc1ccc2n(c1=O)C[C@H]1[C@H](CO)[C@@H](C(=O)NCC)[C@@H]2N1C(C)=O (mixture of isomers)	-1.2
C[C@H](CO)N1C[C@H](C)[C@@H](CN(C)C(=O)Nc2ccc(F)cc2)Oc2ccc(NC(=O)CCC(F)(F)F)cc2CC1=O	-1.4
C[C@@H]1CN([C@@H](C)CO)C(=O)c2c(c3ccccc3n2C)-c2ccccc2CO[C@H]1CN(C)C(=O)CCC(F)(F)F	3.8

Compounds above that have a CF3 group:
SMILES	Mtb BioA inh
C[C@H]1CN([C@@H](C)CO)C(=O)CCCn2cc(nn2)CO[C@H]1CN(C)Cc1ccc(C(F)(F)F)cc1	-1.4
C[C@H](CO)N1C[C@H](C)[C@@H](CN(C)C(=O)Nc2ccc(F)cc2)Oc2ccc(NC(=O)CCC(F)(F)F)cc2CC1=O	-1.4
C[C@@H]1CN([C@@H](C)CO)C(=O)c2c(c3ccccc3n2C)-c2ccccc2CO[C@H]1CN(C)C(=O)CCC(F)(F)F	3.8

The listing continues:
SMILES	Mtb BioA inh
COc1cccc(C(=O)Nc2ccc3c(c2)C(=O)N(C)[C@H]2CC[C@H](CC(=O)NCCCN4CCOCC4)O[C@H]2CO3)c1	0.7
C[C@@H]1CN([C@H](C)CO)C(=O)c2cccc(NC(=O)C3CC3)c2O[C@H]1CN(C)Cc1ccc(Cl)c(Cl)c1	4.7
CO[C@@H]1CN(C)C(=O)c2cc(NC(=O)c3ccc4c(c3)OCO4)ccc2OC[C@H](C)N(CC2CC2)C[C@H]1C	2.1
CN(C)C(=O)C[C@@H]1CC[C@H]2[C@@H](COC[C@@H](O)CN2CC2CCCCC2)O1	0.6
O=C(C[C@H]1CC[C@H]2[C@@H](COC[C@@H](O)CN2Cc2cccc(Cl)c2)O1)N1CCCCC1	-3.2
C[C@@H]1CCCCO[C@@H](CN(C)Cc2ccccc2)[C@@H](C)CN([C@@H](C)CO)C(=O)c2cc(NC(=O)Nc3ccc4c(c3)OCO4)ccc2O1	-2.0
C[C@H]1CN([C@@H](C)CO)S(=O)(=O)c2ccc(-c3cncnc3)cc2O[C@H]1CN(C)Cc1ccccn1	-2.6
O=C(C[C@@H]1C[C@H]2c3cc(NC(=O)c4ccc5c(c4)OCO5)ccc3O[C@H]2[C@H](CO)O1)NCc1cccnc1	2.2
C/C=C/c1cnc2c(c1)C(=O)N([C@H](C)CO)C[C@H](C)[C@@H](CN(C)C(=O)C1CCCCC1)O2	2.8
COc1ccc(NC(=O)Nc2cccc3c2O[C@@H](CN(C)S(=O)(=O)c2ccc(F)cc2)[C@H](C)CN([C@H](C)CO)C3=O)cc1	0.7
COc1ccc(S(=O)(=O)N(C)C[C@@H]2Oc3c(cccc3N(C)C)C(=O)N([C@H](C)CO)C[C@@H]2C)cc1	2.0
C[C@@H]1CCCCO[C@@H](CN(C)C(=O)C2CCCCC2)[C@@H](C)CN([C@H](C)CO)C(=O)c2cc(NC(=O)CCCCCC(=O)Nc3ccccc3N)ccc2O1	-7.1
Cc1noc(C)c1S(=O)(=O)Nc1ccc2c(c1)C(=O)N([C@H](C)CO)C[C@H](C)[C@@H](CN(C)S(=O)(=O)c1cn(C)cn1)OCCCC[C@@H](C)O2	2.0
CC(C)CC#Cc1ccc2c(c1)O[C@@H](CN(C)C(=O)C1CCC1)[C@H](C)CN([C@H](C)CO)S2(=O)=O	1.4
O=C(Nc1ccc(C(F)(F)F)cc1)N[C@@H]1CC[C@H](CCNC(=O)c2ccccc2F)O[C@H]1CO	-1.8

Shown field by field: entries from further up
O=C(C[C@@H]1C[C@H]2c3cc(NC(=O)c4ccc5c(c4)OCO5)ccc3O[C@H]2[C@H](CO)O1)NCc1cccnc1
- Mtb BioA inh: 2.2
C/C=C/c1cnc2c(c1)C(=O)N([C@H](C)CO)C[C@H](C)[C@@H](CN(C)C(=O)C1CCCCC1)O2
- Mtb BioA inh: 2.8
COc1ccc(NC(=O)Nc2cccc3c2O[C@@H](CN(C)S(=O)(=O)c2ccc(F)cc2)[C@H](C)CN([C@H](C)CO)C3=O)cc1
- Mtb BioA inh: 0.7
COc1ccc(S(=O)(=O)N(C)C[C@@H]2Oc3c(cccc3N(C)C)C(=O)N([C@H](C)CO)C[C@@H]2C)cc1
- Mtb BioA inh: 2.0

Additional records.
SMILES	Mtb BioA inh
COC(=O)C[C@@H]1CC[C@H]2[C@@H](COc3ccc(NS(=O)(=O)c4cccc(F)c4)cc3C(=O)N2C)O1	0.2
C[C@H]1CN([C@@H](C)CO)C(=O)Cc2cc(NC(=O)Nc3ccc4c(c3)OCO4)ccc2O[C@H]1CN(C)S(=O)(=O)c1cccs1	0.5
C[C@H]1CN([C@@H](C)CO)C(=O)c2cccc(NC(=O)c3cnccn3)c2O[C@H]1CN(C)C(=O)NC1CCCCC1	-2.3
C[C@@H]1CCCCO[C@@H](CN(C)Cc2ccc(C(F)(F)F)cc2)[C@@H](C)CN([C@@H](C)CO)C(=O)c2cc(NS(=O)(=O)c3ccc(Cl)cc3)ccc2O1	2.2
COc1ccc(NC(=O)Nc2ccc3c(c2)CC(=O)N([C@H](C)CO)C[C@@H](C)[C@@H](CN(C)C(=O)Nc2ccc(C(F)(F)F)cc2)O3)cc1	-5.9
CN1C(=O)c2cc(NC(=O)Nc3ccc(Cl)cc3)ccc2OC[C@@H]2O[C@@H](CC(=O)O)CC[C@H]21	15
CO[C@@H]1CN(C)C(=O)c2cc(NC(C)=O)ccc2OC[C@H](C)N(C(=O)C2CC2)C[C@H]1C	-2.3
COCC(=O)Nc1ccc2c(c1)[C@@H]1C[C@H](CC(=O)NCCc3ccccc3)O[C@@H](CO)[C@@H]1O2	-0.7
C[C@H](CO)N1C[C@H](C)[C@H](CN(C)C(=O)NC2CCCCC2)Oc2c(NC(=O)c3nc4ccccc4s3)cccc2C1=O	0.7
COc1ccc(-c2ccc3c(c2)O[C@H](CN(C)C(=O)c2ccccc2F)[C@H](C)CN([C@H](C)CO)S3(=O)=O)cc1	3.1
COc1ccc(CN(C)C[C@H]2Oc3c(NC(=O)Nc4c(C)noc4C)cccc3C(=O)N([C@H](C)CO)C[C@H]2C)cc1	-1.2
C[C@@H]1CN([C@@H](C)CO)C(=O)Cc2cc(NC(=O)Nc3ccc(C(F)(F)F)cc3)ccc2O[C@@H]1CN(C)CC1CC1	-0.9
C[C@H]1CN([C@@H](C)CO)C(=O)Cc2cc(NC(=O)Cc3cn(C)c4ccccc34)ccc2O[C@H]1CN(C)CC1CCCCC1	-4.3
CNC(=O)C[C@H]1CC[C@@H]2[C@@H](COc3ccc(NC(=O)Nc4ccccc4F)cc3C(=O)N2C)O1	0.0
C[C@@H]1CN([C@H](C)CO)C(=O)c2ccccc2-c2ccccc2CO[C@@H]1CN(C)Cc1cccc(O)c1	-0.4
C[C@@H]1CN([C@@H](C)CO)C(=O)c2cccc(NS(=O)(=O)c3ccc(Cl)cc3)c2O[C@@H]1CN(C)C	1.0
C[C@H]1CN([C@@H](C)CO)C(=O)c2cc(C3=CCCC3)cnc2O[C@@H]1CN(C)Cc1ccccn1	-2.4
C[C@@H]1CN([C@H](C)CO)C(=O)c2cc(Br)cnc2O[C@@H]1CN(C)C(=O)c1ccccc1F	-1.4
C[C@@H]1CCCCO[C@@H](CN(C)C(=O)c2ccccc2)[C@@H](C)CN([C@H](C)CO)C(=O)c2cc(NS(=O)(=O)c3cn(C)cn3)ccc2O1	-1.7
